D2 antagonist = HTS Assay for Allosteric Antagonists of the Human D2 Dopamine Receptor: Primary Screen for Antagonists; inhibition, % at 10 µM; 2% of 340,000 active; HEK293 TREx D2 cells, calcium flux, dopamine EC80; AID 485344, 2010; in the data active means inhibition above about 30%; further: 0% is about no effect
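In this primary screen, negative modulation is detected by tracking calcium flux after an EC80 dopamine challenge in inducible HEK293 T-REx D2 cells preexposed to test compound for 180 s.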
D2 agonist = HTS Assay for Allosteric Agonists of the Human D2 Dopamine Receptor: Primary Screen for Agonists; D(2) dopamine receptor (Homo sapiens), P14416; HEK293 T-REx D2 cells, calcium flux agonist mode; activation, % at 2 µM; 0.53% of 340,000 active; AID 485358, 2010;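 active means activation over 3 SD above normal in the single-dose calcium agonist read, cut at about 30% in these data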; further: 0% is about no effect
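Agonism is scored from calcium flux in a force-coupled, inducible HEK293 cell line expressing D2, read kinetically for 180 s after compound addition against dopamine controls.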
D1 antag = Antagonist of Human D 1 Dopamine Receptor: qHTS; 3.2% of 360,000 active; activity change, negative = inhibition, % at 10 µM; AID 504652, 2011; D(1A) dopamine receptor (Homo sapiens), P21728; HEK293 TREx D1 cells, calcium flux, dopamine EC80; hits give low values; in the data active means activity change below about -30%; further: on the % scale 0 is the no-effect control and ±100 the full control effect
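After overnight tetracycline induction at 30 C, force-coupled D1 HEK293 cells took up a no-wash calcium dye at room temperature. Compounds were added and monitored 180 s, and the response to EC80 dopamine was then recorded.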
D1 potentiator = Potentiators of Human D1 Dopamine Receptor: qHTS | D(1A) dopamine receptor (Homo sapiens), P21728 | HEK293 TREx D1 cells, calcium flux, dopamine EC20 potentiation | potentiation, % at 10 µM | 0.036% of 360,000 active; in the data active means potentiation above about 30%; further: 0% is about no effect
RXFP1 antag = qHTS Assay for Antagonists of the Relaxin Receptor RXFP1 | HEK293-RXFP1, relaxin-stimulated cAMP HTRF, 30 min; hits give low values | activity change, negative = inhibition, % at 57.5 µM | 0.59% of 350,000 active | AID 1259400, 2018;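 active means activity change of -60% or lower, but not beyond a set lower limit; inconclusive means change between -60% and -40%, or beyond the set limit; inactive means change above -40%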; further: on the % scale 0 is the no-effect control and ±100 the full control effect
Target sequence (Q9HBX9 whole entry, looked up): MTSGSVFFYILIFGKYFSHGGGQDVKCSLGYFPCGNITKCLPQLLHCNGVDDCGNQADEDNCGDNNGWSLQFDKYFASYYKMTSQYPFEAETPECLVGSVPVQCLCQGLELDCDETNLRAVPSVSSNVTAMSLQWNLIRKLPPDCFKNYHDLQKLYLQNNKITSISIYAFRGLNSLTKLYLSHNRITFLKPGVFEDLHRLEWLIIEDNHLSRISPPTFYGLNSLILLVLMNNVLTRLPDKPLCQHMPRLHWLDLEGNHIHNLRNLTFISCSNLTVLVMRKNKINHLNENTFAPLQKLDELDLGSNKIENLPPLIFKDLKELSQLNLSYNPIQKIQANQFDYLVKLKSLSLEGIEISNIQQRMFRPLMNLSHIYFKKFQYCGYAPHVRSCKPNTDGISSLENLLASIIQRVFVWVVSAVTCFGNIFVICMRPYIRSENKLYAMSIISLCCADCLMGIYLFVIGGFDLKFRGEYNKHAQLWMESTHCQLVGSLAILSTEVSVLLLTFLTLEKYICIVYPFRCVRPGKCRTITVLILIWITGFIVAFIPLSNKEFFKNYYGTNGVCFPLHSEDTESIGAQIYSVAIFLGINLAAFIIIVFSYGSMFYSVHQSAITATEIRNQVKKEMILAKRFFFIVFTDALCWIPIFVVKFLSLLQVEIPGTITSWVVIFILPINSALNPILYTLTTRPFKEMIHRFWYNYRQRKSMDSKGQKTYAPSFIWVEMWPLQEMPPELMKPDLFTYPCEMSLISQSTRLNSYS
D2 potentiator = HTS Assay for Positive Allosteric Modulators of the Human D2 Dopamine Receptor: Primary Screen for Potentiators; AID 485347, 2010; D(2) dopamine receptor (Homo sapiens), P14416; HEK293 T-REx D2, calcium flux, EC20 dopamine potentiation; potentiation, % at 10 µM; 0.34% of 340,000 active;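 active means potentiation over 3 SD above the plate norm, cut at about 30% in these data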; further: 0% is about no effect
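Potentiation of an EC20 dopamine calcium response measured kinetically over 180 s, after a preceding 180 s compound-only read flagging agonists. Cells: inducible Hek293 Trex D2 line, 4000/well, cultured overnight at 30 C before dye loading.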
D1 ag = Allosteric Agonists of the Human D1 Dopamine Receptor: qHTS; D(1A) dopamine receptor (Homo sapiens), P21728; HEK293 T-REx D1 cells, calcium flux, agonist mode; activation, % at 2 µM; 1% of 360,000 active; AID 504660, 2011; further: 0% is about no effect
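Inducible HEK293 T-REx D1 cells, force-coupled to calcium signalling, were plated at 4000 cells/well with tetracycline and held overnight at 30 C. After no-wash calcium dye loading, compound-evoked calcium rise over 180 s flagged agonists.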
TRHR ag = qHTS for Small Molecule Agonists and Allosteric Enhancers of Human TRH Receptor: Primary Screen for Agonists; TRHR cells, calcium flux fluo-8, FDSS agonist mode; activation, % at 2 µM; 0.18% of 360,000 active; Thyrotropin-releasing hormone receptor (Homo sapiens), P34981; further: 0% is about no effect
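TRHR-expressing cells loaded with fluo-8 calcium dye; 23 nL library compound pin-transferred, kinetic FDSS fluorescence (Ex 480/Em 530) recorded about 180 s for agonist-induced calcium release, before a 10 nM TRH EC20 addition for potentiator mode.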
TRHR PAM = qHTS for Small Molecule Agonists and Allosteric Enhancers of Human TRH Receptor: Primary Screen for Enhancers; Thyrotropin-releasing hormone receptor (Homo sapiens), P34981; TRHR cells, fluo-8 calcium fluorescence, EC20 TRH enhancement; enhancement, % at 2 µM; 0.66% of 360,000 active; AID 493056, 2011; in the data active means enhancement above about 30%; further: 0% is about no effect
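Enhancer read-out: after compound pinning and an initial kinetic agonist-mode read, an EC20 of TRH (10 nM final) was injected and fluo-8 calcium signal (Ex 480/Em 530) followed at 1 s/cycle for 100 cycles in TRHR-expressing cells.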
The depositor's hits bear a star; ? = inconclusive; nt = no result given; & = joins results of further samples. Unless noted, no stated cut-off is given here; in the data, active means activation above about 30%; inactive means the rest.

# | compound | D2 antagonist | D2 agonist | D1 antag | D1 potentiator | RXFP1 antag | D2 potentiator | D1 ag | TRHR ag | TRHR PAM
1 | O=C(CCn1cnc2ccccc2c1=O)Nc1cccc(Cl)c1 | 2 | -0.2 | -5 | 0 | -8 | -4 | 8 | 0.1 | -3
2 | COc1ccc(CNC(=O)C(c2ccncc2)N(C(=O)Cc2cccs2)c2cccnc2)cc1 (centres undefined) | 0 | -0.5 | -5 | 5 | -2 | 5 | 1 | -0.2 | 1
3 | CN(C)CCCN(C(=O)c1ccc(S(=O)(=O)N2CCCc3ccccc32)cc1)c1nc2ccc(F)cc2s1 | -17 | 2.9 | -31* | 0 | nt | -9 | 23 | 2.0 | 1
4 | Cc1cc(C)c(NC(=O)CS(=O)CC(=O)NCC2CCCO2)c(C)c1 (centres undefined) | -2 | 1.2 | 11 | -6 | -11 | -3 | 3 | 2.7 | 0
5 | O=C(NCCOc1ccccc1Cl)C(=O)NCCOc1ccccc1Cl | 18 | -0.9 | -5 | -1 | nt | -10 | 5 | 0.3 | 4
6 | O=C(CSc1nc(O)c(Cc2ccccc2)c(=O)[nH]1)Nc1ccccc1 | 6 | 0.3 | -7 | 1 | -5 | 16 | 1 | 0.9 | 1
7 | CC(C)(C)NC(=O)C(c1ccc(O)cc1)N(C(=O)Cn1nnc(-c2ccc(F)cc2)n1)c1ccccc1F (centres undefined) | -3 | 0.6 | 12 | -5 | 1 | -3 | 10 | 0.6 | 3
8 | CCOC(=O)C1CCN(C(c2cc3ccc(C)cc3[nH]c2=O)c2nnnn2C2CCCCC2)CC1 (centres undefined) | -3 | -1.1 | -12 | -7 | -3 | -6 | 1 | -0.8 | -3
9 | C/C(N)=C(/C#N)C(=O)CSc1n[nH]c(-c2ccccc2Br)n1 | 5 | 0.3 | 1 | 2 | 13&3 | 7 | 3 | -0.4 | 0
10 | Brc1ccc(N=C(c2ccccc2)c2ccncc2)cc1 | 14 | -0.1 | -2 | 0 | nt | 6 | 0 | -0.2 | 3
11 | Cc1ccc(-n2nc(C(=O)N3CCN(c4ccccc4)CC3)c(=O)n(C)c2=O)cc1 | nt | 3.4 | -3 | -4 | 1 | -4 | 1 | -0.2 | -1
12 | N#CCCCSc1nnc(CSc2nc3ccccc3s2)n1-c1ccccc1 | -2 | -0.5 | -6 | 1 | -1 | -2 | 6 | -0.2 | 4
13 | O=C(NCc1ccc(F)cc1)C1CCC(CNS(=O)(=O)c2cccs2)CC1 (centres undefined) | -13 | -2.4 | 3 | 7 | -7 | 29 | 6 | -2.0 | -2
14 | Cc1nonc1NC(=O)CSc1ccc(-c2ccccc2)nn1 | -7 | -0.9 | 7 | -2 | -4 | 0 | 0 | -0.8 | 8
15 | Cc1ccc([N+](=O)[O-])cc1NC(=S)NC(=O)CC(C)(C)C | 7 | -0.1 | -10 | -2 | -15 | 5 | 9 | -0.2 | 3
16 | CN=C1SC(CC(=O)Nc2cc(Cl)ccc2Cl)C(=O)N1C (centres undefined) | 5 | -0.6 | -1 | 11 | -2 | 7 | 8 | 0.5 | 3
17 | COc1ccc2oc(-c3ccccc3)c(C(=O)O)c2c1 | 7 | 0.9 | 7 | -3 | 1 | -10 | 2 | 0.3 | -5
18 | O=C(CN1C(=O)NC2(CCCCCC2)C1=O)N1CCN(c2ccc(F)cc2)CC1 | -10 | 0.7 | 8 | 0 | 4 | -2 | 3 | 0.3 | 4
19 | Brc1ccccc1-n1nnc(-c2nccs2)n1 | -9 | -0.2 | 2 | 1 | nt | 16 | -1 | -0.4 | -11
20 | O=C(Nc1ccc(C(=O)OCc2cc(=O)n3c4c(sc3n2)CCCC4)cc1)c1ccc(F)cc1 | nt | -1.7 | -12 | 0 | -2 | 1 | -1 | 0.7 | 4
21 | CCCn1c(SCC(=O)NC2CCCC(C)C2C)n[nH]c1=O (centres undefined) | 4 | 0.6 | -26 | -9 | -14 | 8 | -1 | 0.3 | -1
22 | O=C(/C=C\Nc1ccc(S(=O)(=O)Nc2ncccn2)cc1)c1cccc2ccccc12 | -1 | -0.1 | 5 | -3 | 7 | 2 | 1 | 0.1 | 2
23 | CC(C)c1ccc(Nc2ncnc3c2nc2n3CCCC2)cc1 | nt | -2.8 | -1 | -1 | -8 | 3 | 3 | -0.5 | 0
24 | O=C(CC1Sc2ccccc2NC1=O)OCc1cc(=O)oc2cc(O)ccc12 (centres undefined) | 7 | -1.9 | -14 | 4 | -4 | 6 | 2 | -0.2 | 10
25 | CCN1CCN(c2ccc(NC(=O)COc3ccccc3Cl)cc2)CC1 | -3 | 0.9 | -42* | -16 | -4 | -8 | 9 | 1.5 | -3
26 | CSc1ccccc1OCc1cc(C(=O)N2CCC(c3ccncc3)CC2)no1 | -4 | 0.8 | -23 | -5 | nt | 12 | 5 | 2.8 | -12
27 | N#Cc1c(-c2ccccc2)nc(SCc2cccc(C(F)(F)F)c2)[nH]c1=O | 2 | -0.6 | 2 | -2 | -24 | 1 | 42* | -1.6 | 6
28 | COc1ccc2nc(SCC(=O)NCc3ccc(OC)c(OC)c3)[nH]c2c1 | 6 | -3.3 | 12 | 2 | 7 | nt | -1 | 0.1 | 1
29 | CCc1ccc(NC(=O)C(=O)NCCN2CCN(C(=O)c3ccco3)CC2)cc1 | 1 | 67* | -1 | -1 | 1 | -23 | -1 | -0.5 | 3
30 | Cc1nn(CC(=O)Nc2ccc(S(=O)(=O)N(C)C)cc2)c(C)c1[N+](=O)[O-] | -11 | 0.5 | 15 | -4 | -9 | 7 | 3 | 0.3 | -5

Retrieved by compound from above:
# | compound | D2 antagonist | D2 agonist | D1 antag | D1 potentiator | RXFP1 antag | D2 potentiator | D1 ag | TRHR ag | TRHR PAM
17 | COc1ccc2oc(-c3ccccc3)c(C(=O)O)c2c1 | 7 | 0.9 | 7 | -3 | 1 | -10 | 2 | 0.3 | -5
30 | Cc1nn(CC(=O)Nc2ccc(S(=O)(=O)N(C)C)cc2)c(C)c1[N+](=O)[O-] | -11 | 0.5 | 15 | -4 | -9 | 7 | 3 | 0.3 | -5
28 | COc1ccc2nc(SCC(=O)NCc3ccc(OC)c(OC)c3)[nH]c2c1 | 6 | -3.3 | 12 | 2 | 7 | nt | -1 | 0.1 | 1
22 | O=C(/C=C\Nc1ccc(S(=O)(=O)Nc2ncccn2)cc1)c1cccc2ccccc12 | -1 | -0.1 | 5 | -3 | 7 | 2 | 1 | 0.1 | 2
27 | N#Cc1c(-c2ccccc2)nc(SCc2cccc(C(F)(F)F)c2)[nH]c1=O | 2 | -0.6 | 2 | -2 | -24 | 1 | 42* | -1.6 | 6
16 | CN=C1SC(CC(=O)Nc2cc(Cl)ccc2Cl)C(=O)N1C (centres undefined) | 5 | -0.6 | -1 | 11 | -2 | 7 | 8 | 0.5 | 3
23 | CC(C)c1ccc(Nc2ncnc3c2nc2n3CCCC2)cc1 | nt | -2.8 | -1 | -1 | -8 | 3 | 3 | -0.5 | 0

(listing goes on)
# | compound | D2 antagonist | D2 agonist | D1 antag | D1 potentiator | RXFP1 antag | D2 potentiator | D1 ag | TRHR ag | TRHR PAM
31 | COc1ccc(CN2C(=O)N(c3ccc(C)cc3)C(=O)C2CC(=O)Nc2ccccc2)cc1OC (centres undefined) | nt | nt | 6 | 5 | nt | -16 | -1 | -0.3 | -1
32 | CCOc1ccc(/C(O)=C2/C(=O)C(=O)N(CCOCCO)C2c2ccc(F)cc2)cc1 (centres undefined) | -1 | 0.0 | -1 | -5 | 21 | -5 | 2 | 1.0 | 9
33 | CS(=O)(=O)N1CCN(c2c(Cl)cccc2[N+](=O)[O-])CC1 | 9 | -0.3 | 1 | 4 | 6 | -7 | 4 | -0.5 | -3
34 | COc1cccc(C(c2sc3nc(-c4ccco4)nn3c2O)N2CCC3(CC2)OCCO3)c1 (centres undefined) | nt | 0.3 | nt | -2 | -4 | -3 | -3 | -0.3 | 1
35 | CCN(CC)S(=O)(=O)c1ccc(C(=O)NCCc2cc3c(OC)ccc(OC)c3[nH]c2=O)cc1 | -3 | 0.5 | 62 | 0 | nt | 23 | 0 | 0.0 | 3
36 | CNS(=O)(=O)c1ccc2nc(NC(=O)c3ccc(N4C(=O)CCC4=O)cc3)sc2c1 | -2 | 1.4 | 5 | 0 | 5 | 13 | 4 | -2.0 | -2
37 | COc1ccc(Cn2c(CCC(=O)N3CCN(c4ccccn4)CC3)nc3ncccc3c2=O)cc1 | -1 | 1.4 | -2 | -1 | 0 | 5 | 3 | -0.6 | 2
38 | S=c1[nH]c2cc(Cl)ccc2s1 | 7 | 0.4 | -3 | 3 | ? | 8 | 4 | 0.2 | 9
39 | CCCCn1c(N)c(N(CC(C)C)C(=O)C2=COCCO2)c(=O)[nH]c1=O | 18 | -0.5 | 1 | 5 | 14 | -12 | 2 | -0.3 | 1
40 | C=CCn1nc(-c2ccccc2)c2c(C)onc2c1=O | -5 | -0.9 | 1 | -2 | 1 | 0 | 1 | 0.9 | 0
41 | CCOC(=O)Nc1ccc2c(c1)Nc1ccccc1S2 | -7 | 0.8 | -6 | 3 | -34 | 4 | 1 | 0.4 | 3
42 | Cc1nc(-c2ccc(Cl)cc2)sc1CCNC(=O)c1cccs1 | nt | 1.1 | -2 | -5 | -23 | -7 | 2 | -0.1 | -13
43 | Cc1ccc(NS(=O)(=O)c2cccc(C(=O)N/N=C/c3c(C)nn(-c4ccccc4)c3N3CCCC3)c2)c(C)c1 | -4 | 0.8 | 5 | -4 | -12 | 4 | -2 | 0.1 | 0
44 | COc1ccccc1N1CCN(c2ccc(=O)n(CC(=O)Nc3cc(F)ccc3C)n2)CC1 | nt | -0.9 | -15 | 4 | -7 | -2 | 0 | -0.8 | 6
45 | COC(=O)c1cc(NC(=O)C2C3C=CC(C3)C2C(=O)O)cc(C(=O)OC)c1 (centres undefined) | -13 | 0.2 | 31 | -1 | 5 | -1 | 0 | 0.0 | -3
46 | O=C(Nc1ccsc1C(=O)NC1CCCCC1)c1ccc(F)cc1 | 9 | 0.6 | 3 | 3 | 3 | -3 | 9 | 0.0 | -10

High-throughput results from PubChem BioAssay.
